Source: PubChem (Fisher Drug Discovery Resource Center)
NPYLR7 ag: mosquito NPYLR7 agonism. activation, % at 10 µM. 0.15% of 270,000 active. HEK293T NPYLR7/Galpha15, GCaMP6s calcium fluorescence. AID 1259423; in the data active means activation above about 40%;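 further: 0% = vehicle and 100% = reference agonist at the receptor; some compounds past the cut are filed as inactive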
hcGAS lum: inhibitors of human cGAS | Q8N884 | recombinant h-cGAS, ATP depletion, Kinase-Glo luminescence | inhibition, % at 12.5 µM | 0.081% of 290,000 active;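 further: 0% = vehicle reaction and 100% = reaction without DNA for no activity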
Target sequence (Q8N884 whole entry, looked up): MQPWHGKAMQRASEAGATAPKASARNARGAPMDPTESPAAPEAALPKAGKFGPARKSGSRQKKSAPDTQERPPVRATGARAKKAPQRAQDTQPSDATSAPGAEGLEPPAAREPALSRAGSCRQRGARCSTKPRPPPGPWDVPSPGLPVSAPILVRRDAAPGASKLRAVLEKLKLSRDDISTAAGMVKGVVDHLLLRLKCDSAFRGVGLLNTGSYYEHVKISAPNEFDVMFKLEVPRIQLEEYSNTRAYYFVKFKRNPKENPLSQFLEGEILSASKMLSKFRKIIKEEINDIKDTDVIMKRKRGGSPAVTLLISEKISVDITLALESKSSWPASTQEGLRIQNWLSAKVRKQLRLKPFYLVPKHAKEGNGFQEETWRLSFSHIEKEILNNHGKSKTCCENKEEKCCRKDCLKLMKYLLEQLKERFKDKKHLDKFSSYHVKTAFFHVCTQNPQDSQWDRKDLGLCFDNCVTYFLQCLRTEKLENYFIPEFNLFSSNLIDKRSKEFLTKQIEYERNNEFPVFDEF
mcGAS lum: inhibitors of mouse cGAS | Q8C6L5 | recombinant cGAS, Kinase-Glo ATP depletion luminescence | 0.15% of 160,000 active | inhibition, % at 12.5 µM;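 further: 0% = negative control wells and 100% = reference inhibitor with no enzyme activity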
Numbers without * were called inactive; nt = no result given; & = joins results of further samples. Unless noted, no stated cut-off is given here; in the data, active means inhibition above about 40%; inactive means the rest.

SMILES | NPYLR7 ag | hcGAS lum | mcGAS lum
COc1ccc(Cl)cc1N1CCN(c2nnc(C(=O)NN3CCOCC3)c3ccccc23)CC1 | 2 | -17 | nt
CC(C)(C)OCC1CN(CCOc2ccccc2)S(=O)(=O)c2cnccc2O1 (stereo not given) | 0 | -5 | -7
CC(C)n1c2c(=O)n(C)c(=O)n(C)c2n2c(-c3ccc(F)cc3)nnc12 | 8 | -1 | nt
O=C(c1coc(CN(Cc2ccc(F)cc2)Cc2cccc(Oc3ccccc3)c2)n1)N1CCCC1 | 2 | -8 | -9
Cc1ccc(OCCOCCOc2ccc(/C=N\n3cnnc3)cc2)cc1 | 6 | -7 | nt
NC(=S)CC(=S)N1CCOCC1 | 0 | -5 | nt
Cc1cc(CN[C@@H]2CC[C@@H]3C[C@@H]2[C@@H](O)CO3)n(C)n1 | 13 | -2 | -7
CC(=O)c1cccc(S(=O)(=O)N2CCC(C(=O)NC(c3ccccc3)c3cccs3)CC2)c1 (stereo not given) | -6 | -5 | nt
CCn1ncc(Cl)c1C(=O)N(Cc1ccsc1)CC1CCCO1 (stereo not given) | -3 | 3 | nt
CC(C)c1nc(CN(C)C(C)C(=O)Nc2nccs2)cs1 (stereo not given) | -5 | -9 | nt
CC(Cc1cccnc1)NC(=O)C1(N2CCCCC2)Cc2ccccc2C1 (stereo not given) | 3 | -6 | nt
Cc1nc(C)c(CCC(=O)NC(C)CCC(C)C)c(=O)[nH]1 (stereo not given) | 3 | -9 | nt
CCN(CCn1cccn1)C(=O)c1ccc2c(c1)nnn2C | 3 | 0 | nt
CCOC(=O)C1CCN(C(=O)c2c(-c3ccccc3Cl)noc2C)CC1 | 3 | 0 | nt
O=C(Nc1nc(-c2ccco2)c(-c2ccco2)s1)c1ccco1 | 1 | -2 | nt
CCC(CC)C(=O)N1CCN(Cc2cc(=O)c(OCc3ccc(F)cc3)co2)CC1 | 22 | -11 | -7
CC(CNC(=O)Cc1csc(-c2ccccc2)n1)n1cncn1 (stereo not given) | 12 | -6 | nt
c1ccc(-c2cnnc(N3CCN(C(c4ccccc4)c4ccccc4)CC3)n2)cc1 | 9 | -6 | -10
COc1ccc(-c2nc[nH]c2-c2ccccc2)cc1Cn1cncn1 | 0 | -2 | -18
Cc1nnsc1CN(C)C(=O)c1cc2n(n1)CCCN(C)C2 | -2 | 1 | 2

Shown with values under each structure: six of the compounds above
The line under a structure holds: NPYLR7 ag, hcGAS lum, mcGAS lum
Cc1cc(CN[C@@H]2CC[C@@H]3C[C@@H]2[C@@H](O)CO3)n(C)n1
 : 13, -2, -7
Cc1ccc(OCCOCCOc2ccc(/C=N\n3cnnc3)cc2)cc1
 : 6, -7, nt
c1ccc(-c2cnnc(N3CCN(C(c4ccccc4)c4ccccc4)CC3)n2)cc1
 : 9, -6, -10
CC(C)c1nc(CN(C)C(C)C(=O)Nc2nccs2)cs1 (stereo not given)
 : -5, -9, nt
CC(Cc1cccnc1)NC(=O)C1(N2CCCCC2)Cc2ccccc2C1 (stereo not given)
 : 3, -6, nt
Cc1nc(C)c(CCC(=O)NC(C)CCC(C)C)c(=O)[nH]1 (stereo not given)
 : 3, -9, nt

Later entries:
SMILES | NPYLR7 ag | hcGAS lum | mcGAS lum
Cc1cccc2oc(=O)n(C3CCN(C(=O)c4ccc(F)c(F)c4)CC3)c12 | 34 | -5 | -7
COc1ccc(OCC(O)CN(Cc2ccc(F)cc2F)CC2CCCO2)cc1 (stereo not given) | -3 | -5 | -4
N#CC(=C(O)COC(=O)CC1Sc2ccccc2NC1=O)c1nc2ccccc2[nH]1 (stereo not given) | -1 | -6 | -3
CC1c2cccn2CCN1Cc1cc(-c2cccs2)on1 (stereo not given) | 7 | -3 | nt
COc1ccc2oc(=O)n(C3CCN(C(=O)c4ccccc4OC)CC3)c2c1 | -6 | -3 | -6
O=C1O[C@@H]2C[C@H]3C[C@@H]2[C@@H]1[C@H]3C(=O)N1CCN(C(=O)c2ccco2)CC1 | 4 | -5 | nt
O=CN1N=C(c2ccccc2)CC1(O)C(F)(F)F (stereo not given) | -1 | -6 | -3
CC(=O)NC1=NC(=O)/C(=C/c2cc3c(cc2Br)OCO3)S1 | -1 | 2 | 3
Cc1cc(CNC(=O)CCNS(=O)(=O)c2c(C)noc2C)ccc1F | 3 | -5 | nt
Cc1nc(CNC(=O)C2CCCN(C3CCCCC3)C2)n[nH]1 (stereo not given) | -6 | -1 | -1
Cc1ccc(-c2nnc(SCCCCC(=O)N3CCC(Cc4ccccc4)CC3)n2-c2ccccc2)cc1 | 3 | 0 | -5
CSc1nnc2c(n1)OC=Nc1ccc(Cl)cc1-2 | 3 | 5 | nt
O=C(CC1CSc2nc3[nH]ncc3c(=O)n21)Nc1ccc(F)cc1 (stereo not given) | 0 | -1 | nt
CC1(C)[C@H]2CC=C(CN3CCC(n4nccc4NC(=O)Nc4cccc(F)c4)CC3)[C@@H]1C2 | -1 | -6 | -9
CC1C(=O)N(c2ccc3c(c2)CCC3)CCN1C(=O)c1cccc(Br)c1 (stereo not given) | -2 | -6 | -5
O=c1c2[nH]c3ccccc3c2ncn1Cc1ccc(F)cc1 | 2 | -4 | -1
CCc1cnc2c(c1OC)c(=O)n(CC(=O)N1CCCC1)c(=O)n2C | 3 | -6 | -7
CC(=O)c1c(N2CCOCC2)[nH]c(-c2ccccc2)nc1=S | -4 | -7 | nt
CC(C)OCC(O)CN(Cc1ccc(F)cc1)CC1CCCO1 (stereo not given) | 15 | -2 | -3
COCCCn1cc(C(=O)Nc2nccs2)c2nn(-c3ccccc3)c(=O)c-2c1 | 4 | -7 | -9
O=C(c1csc(-c2cccs2)n1)N1CCCn2cncc2C1 | -6 | 1 | -4
Cc1nc(SCc2ccc3c(c2)OCO3)c2c3c(sc2n1)CCCC3 | -1 | -4 | -3
CC(=O)Nc1ccc(Nc2c3c(nc4c(-c5ccccc5)c(C)nn24)CCC3)cc1 | 4 | -12 | -7
CCN(Cc1nccn1Cc1cccc(F)c1)C(=O)c1cccc(F)c1 | 8 | -6 | -5
COc1ccc(-n2ccnc(SCc3cccc(C)c3)c2=O)cc1OC | 2 | -9 | -8
CCOC(=O)c1nnn(-c2nonc2N)c1C | -1 | -2 | -2
c1ccc(-c2csc3[n+]2CCS3)cc1 | 4 | -3 | nt
OC(Cc1ccccc1)CN(Cc1cccc(Cl)c1)CC1CC(c2ccccc2Cl)=NO1 (stereo not given) | 18 | -6 | -6
O=C(COc1ccc(Cl)c2ccccc12)NCC(F)(F)F | 9 | -18 | nt
CC1CCC2(CC1)OCC(C(=O)NCc1ccccn1)N2C(=O)c1cc(F)cc(F)c1 (stereo not given) | 5 | 0 | -6
CCCCN(CC(=O)N(Cc1cccn1C)CC(C)C)C(=O)c1cc(C(F)(F)F)cc(C(F)(F)F)c1 | 6 | -6 | -4
Cc1cc(C)n(-c2cccc(-c3ccccc3C(N)=O)c2)n1 | 4 | -6 | -15
Cc1nn(S(=O)(=O)c2ccc(C(C)(C)C)cc2)c(C)c1S(=O)(=O)N1CCC(C)CC1 | 7 | 1 | nt
CC(C)OC(=O)n1c(=S)oc2ccccc21 | -3 | -4 | -2
COc1ccc(NC(=O)N2CCC(Cc3ccc(-c4ccccc4)cc3)CC2)cc1 | 2 | -3 | -6
Cc1ccccc1NC(=O)C(C)N1CCN(Cc2ccco2)CC1 (stereo not given) | 2 | -17 | nt
O=C(Cn1nc(-c2ccccc2)c2sc(N3CCCC3)nc2c1=O)NC1CCCCC1 | -3 | -5 | -8
Cc1ncc(-c2ccc(NC(=O)c3ccc(N4CCCC4)nc3)cc2)o1 | 8 | -5 | nt
CCC(=O)Nc1ncc(Cc2ccc(C)cc2)s1 | 7 | -3 | nt
Cc1cc(N2CCCCC2)n2ncc(-c3ccccc3)c2n1 | -2 | -4 | -7

A few values from above.
mcGAS lum result of `CCOC(=O)c1nnn(-c2nonc2N)c1C` → -2
mcGAS lum result of `CC(=O)Nc1ccc(Nc2c3c(nc4c(-c5ccccc5)c(C)nn24)CCC3)cc1` → -7

Next part:
SMILES | NPYLR7 ag | hcGAS lum | mcGAS lum
CCCC(=O)N1CCN(c2cc(Cl)nc(SCC(=O)NCCc3ccc(Cl)cc3Cl)n2)CC1C (stereo not given) | 18 | -2 | -4
O=S1(=O)CC(NC(=S)Nc2ccccc2)C(NC(=S)Nc2ccccc2)C1 (stereo not given) | -12 | -5 | nt
CC(=O)NCc1ccc(-c2nc(CC(C)C)no2)cc1 | 1 | 3 | nt
COC(=O)CN(C)Cc1cccc(C(=O)Nc2cccc(F)c2F)c1 | 6 | -5 | -16
CCOC(=O)c1cc(C2CC2)n(-c2ccc(C(=O)NCc3ccccc3F)cc2)n1 | -5 | -1 | -5
Cc1cccc2[nH]c(C3CCN(c4ccnc(C(=O)NC(C)C)c4)CC3)nc12 | 3 | -5 | nt
Cc1ccc(-c2n[nH]c(=O)c3nc(C)sc23)cc1 | -6 | -13 | nt
Cc1cc(C)nc(SCC(C)Cn2c(Br)nc3c2c(=O)[nH]c(=O)n3C)n1 (stereo not given) | 6 | -3 | -8
COCCN=c1scc(-c2ccc(Br)cc2)n1N=Cc1ccc(SC)cc1 | -5 | -7 | nt
COc1ccccc1CN1CC(O)CN(S(=O)(=O)Cc2ccccc2)CC1=O (stereo not given) | -2 | 11 | -1
C[C@@H]1CC2C3CCC4=CC(=O)C=C[C@]4(C)[C@@]3(F)[C@@H](O)C[C@]2(C)[C@@]1(O)C(=O)CO (stereo not given in full) | -7 | -3 | nt
Cc1nc(CN2CCC3(CCCO3)CCC2=O)co1 (stereo not given) | 9 | -8 | -15
COc1cccc(-c2nnc(SCc3nc(C(=O)N4CCN(C/C=C/c5ccccc5)CC4)cs3)n2-c2ccccc2)c1 | 26 | -2 | -6
O=C(c1cccc(N2CCCC2=O)c1)N1C[C@@H]2C3CCC(CC3)[C@@H]2C1 | 3 | -6 | nt
Cc1cc(C)c(Cn2cncn2)cc1CN1CCC(N)(C(=O)O)C1 (stereo not given) | 1 | -2 | nt
O=C(Nc1ccc(SCC(=O)N2CCN(c3ccccc3)CC2)nn1)C1CC1 | -3 | -3 | nt
NC(=O)c1nc(-c2ccco2)nc2c1[nH]c(=O)n2-c1ccccc1F | -7 | -3 | 4
CCC(C)NC(=O)C1CCN(c2cc(Br)ccc2C)C1=O (stereo not given) | 3 | -17 | nt
O=C(C1CCCN1S(=O)(=O)c1cccs1)N1CCN(c2nc3c(Cl)cccc3s2)CC1 (stereo not given) | 1 | -5 | -10
CC(C)(C)N(Cc1ccccc1)C(=O)Nc1ccc(F)cc1F | -10 | -1 | nt
CCOc1ccc(CN2CCCC(CNC(=O)c3ccc(F)cc3)C2)cc1CO (stereo not given) | 3 | -2 | -3
Cc1nnc(NC(=O)Cc2ccccc2)s1 | -7&-14 | 0&-6 | -8
CCOC(=O)C/C(C)=N\Nc1nc2c(c(=O)n(C)c(=O)n2C)n1CC=Cc1ccccc1 | -6 | -7 | -7
O=C(NC1CCOCC1)[C@@]12CNC[C@@H]1CN(C1CCCC1)C2 | 1 | -9 | -11
CC(NC(=O)c1ccc(C(C)(C)C)cc1)c1nc2cc(Cl)ccc2c(=O)n1C (stereo not given) | 25 | -11 | -4
COc1ccc(C)cc1NC1CCCN(S(=O)(=O)c2ccc(Cl)cc2)C1 (stereo not given) | 4 | -7 | nt
COc1cccc2cc(C(=O)NC(C)=O)c(=Nc3ccccc3C)oc12 | 6 | -1 | -3
Cc1nc(C(C)C)sc1C(=O)NCCc1nc(-c2cccnc2)n[nH]1 | 18 | -10 | -11
Cc1ccc(-c2ccc(OCCNC(=O)CC3CCCC3)nn2)cc1 | -3 | -11 | -9
CCOC(=O)c1cc(-c2ccc(N3CCN(C(=O)CCC(=O)OC)CC3)cc2)n(-c2ccccc2OC)n1 | 3 | -4 | -6
OCCC1CN(Cc2ccc3c(c2)OCCO3)CCN1CC1CCCCC1 (stereo not given) | -7 | -6 | nt
CC(C)Cc1cc(C(=O)NCc2csc(-c3cnccn3)n2)n(C)n1 | 8 | -1 | -10
CN(NC(=O)c1ccc(-n2nc(-c3cccc(C(F)(F)F)c3)cc2N)cc1)c1ccccc1 | -5 | -1 | 0
C[C@H](NC(=O)C12CC3CC(CC(C3)C1)C2)C(=O)O | -4 | -6 | nt
CC(C)(C)c1cc(N2CCCC2)nc(SCc2cccc(C(=O)NCC3CCCO3)c2)n1 (stereo not given) | -2 | -7 | -4
CS(=O)(=O)c1c(F)cc(NC(=O)C(=O)NCC2CC2)cc1F | 6 | 8 | 12
Cc1nc(C)n(CCNC(=O)C2CCCN(C(=O)N(C)C)C2)n1 (stereo not given) | nt | -10 | -4
OCCNc1ncnc2c1c(-c1ccccc1)cn2-c1cccc(C(F)(F)F)c1 | 3 | -5 | -7
CN1CCC(C)(C(=O)Nc2ccccc2-c2ccccc2)C1 (stereo not given) | 4 | -8 | nt
Cc1cc(-c2ccc(C(C)N3CCCCC3)cc2)cnc1-n1cnnc1 (stereo not given) | 2 | -4 | nt
Cn1c(Sc2ccc(Cl)cc2)nc(Cl)c1C=O | 0 | -1 | nt
CCOC(=O)c1cnn(CN2CC(C)OC(C)(C)C2)c1C(F)F (stereo not given) | 3 | -16 | nt
O=S(=O)(CCCOc1ccc2c(c1)OCO2)N1CCCC1 | 8 | -7 | -8
CCCC(=O)N(CCCN1CCOCC1)c1nc2c(C)ccc(Cl)c2s1 | -5 | -1 | -1

Structures from the list above with a thiophene ring, fused or not (six):
SMILES | NPYLR7 ag | hcGAS lum | mcGAS lum
CC(=O)c1cccc(S(=O)(=O)N2CCC(C(=O)NC(c3ccccc3)c3cccs3)CC2)c1 (stereo not given) | -6 | -5 | nt
CCn1ncc(Cl)c1C(=O)N(Cc1ccsc1)CC1CCCO1 (stereo not given) | -3 | 3 | nt
CC1c2cccn2CCN1Cc1cc(-c2cccs2)on1 (stereo not given) | 7 | -3 | nt
O=C(c1csc(-c2cccs2)n1)N1CCCn2cncc2C1 | -6 | 1 | -4
Cc1nc(SCc2ccc3c(c2)OCO3)c2c3c(sc2n1)CCCC3 | -1 | -4 | -3
O=C(C1CCCN1S(=O)(=O)c1cccs1)N1CCN(c2nc3c(Cl)cccc3s2)CC1 (stereo not given) | 1 | -5 | -10
